Screening results from PubChem.
All columns: NCI-60 one-dose screen, growth in % after 48 h at 10 µM unless noted; 100 = growth as untreated, 0 = no growth, -100 = all killed.
HT29 – HT29 colon cancer; 7.4% of 81,000 active
HCT-116 – HCT-116 colon cancer | 7.3% of 82,000 active
SW-620 – SW-620 colon cancer. 5.2% of 82,000 active. AID 1794795
HCT-15 – HCT-15 colon cancer | 5.2% of 82,000 active | AID 1794746
COLO 205 – COLO 205 colon cancer | 7.3% of 79,000 active | AID 1794742
NCI-H322M – NCI-H322M lung cancer; 2.7% of 80,000 active
NCI-H460 – NCI-H460 lung cancer. AID 1794736. 6.8% of 82,000 active
KM12 – KM12 colon cancer cells. 5% of 82,000 active
NCI-H226 – NCI-H226 lung cancer; 3.5% of 79,000 active
* = called active by the depositor; . = not tested or not shown; & = joins results of further samples; [ ] = another dose, or the depositor's remark. The calls were made as follows: active = growth percent below 10; inactive = the rest. This is a random part of the collection. Share with any hit: about 11%.

Value order – HT29 | HCT-116 | SW-620 | HCT-15 | COLO 205 | NCI-H322M | NCI-H460 | KM12 | NCI-H226
- O=C1c2cccc3cccc(c23)C(=O)N1Nc1nc(NCc2ccccc2)nc(N2CCOCC2)n1
 : 106.6 | 91.0 | 95.1 | 93.6 | 107.7 | 91.5 | 96.9 | 102.5 | 95.5
- COc1ccc(-c2nc3sc(C)nn3c2-c2nc3cc(Cl)c(F)cc3[nH]2)cc1
 : 102.4 | 89.1 | 98.4 | 89.2 | 101.4 | 90.6 | 93.8 | 99.1 | 78.8
- NC(N)=Nc1ccc(Oc2cccc(NC(N)=Nc3ccc(Cl)c(C(F)(F)F)c3)c2)cc1
 : 46.7 | 44.9 | 57.0 | 84.3 | 24.3 | 64.6 | 26.8 | 26.2 | 73.0
- Fc1ccc(-c2nc(-c3ccc(-c4nc5ccc(F)cc5[nH]4)cc3)no2)cc1
 : 84.7 | 73.0 | 64.7 | 86.1 | 71.6 | 70.5 | 67.4 | 60.5 | 54.9
- CC(=O)Nc1ccc(S(=O)(=O)N/N=c2/sc3ccccc3n2C)cc1N
 : 102.0 | 102.2 | 105.4 | 100.1 | 107.8 | 96.0 | 104.7 | 105.1 | 92.1
- Cc1ccc(/C=C2\COc3ccc(O)cc3C2=O)cc1
 : 57.7 | 59.5 | 47.9 | 70.8 | 94.3 | 99.6 | 100.0 | 46.6 | 97.3
- CCCC(=O)CC(=O)c1cccs1
 : 113.4 | 103.3 | 103.1 | 105.3 | 102.5 | 98.8 | 111.6 | 96.7 | 97.2
- Cc1cc(C#Cc2ccccc2)ccc1-n1c(/C=C/c2ccc3ccccc3c2)nc2ccccc2c1=O
 : 78.1 | 79.2 | 93.0 | 83.9 | 91.4 | 90.3 | 103.2 | 101.5 | 94.2
- O=C(O)c1ncc(Cl)cc1Cl
 : 119.1 | 96.7 | 101.8 | 96.2 | 113.1 | 103.0 | 106.3 | 103.7 | 84.9
- O=C(O)c1ccc(-c2nn(-c3ccc(C(=O)O)cc3)cc2C(=O)O)cc1
 : 97.8 | 97.6 | 100.8 | 100.0 | 109.4 | 102.9 | 104.0 | 99.5 | 97.0
- CCOC(=O)c1ccc(NC(=S)NC(=O)c2ccccc2)cc1
 : 103.6&88.9 | 100.4&91.3 | 108.1&108.7 | 104.4&96.3 | 115.0&98.6 | 89.9&93.9 | 102.5&100.4 | 98.5&103.5 | 83.7&100.9
- C[n+]1ccccc1
 : 107.8 | 102.1 | 97.2 | 103.3 | 105.4 | 94.0 | 105.6 | 106.8 | 87.2
- NC(=O)c1ncc(-c2ccc(C(F)(F)F)cc2)c(NC2CCCCCC2)n1
 : 78.7 | 71.2 | 86.0 | 91.6 | 100.1 | 97.5 | 93.0 | 99.0 | 91.8
- COc1cc(OC)cc(C2=C3CC[C@@H]4[C@H](CC[C@]5(C)C(=O)CC[C@@H]45)C3=CC3C(O)c4cccnc4N4C(=O)COC234)c1 (stereo partly drawn)
 : 104.1 | 97.0 | 103.4 | 100.5 | 109.0 | 113.9 | 103.4 | 101.5 | 101.5
- CC(C)(C)c1ccc(S(=O)(=O)N[C@H]2CC[C@H]3[C@@H]4CCc5cc(O)ccc5[C@H]4CC[C@]23C)cc1
 : 10.2 | 22.1 | 58.5 | 34.7 | 8.5* | 78.7 | 33.7 | 39.2 | 55.7
- CC(=O)c1c(C)nc(SCC(=O)Nc2ccc(F)cc2)n1-c1ccc(Cl)cc1
 : 89.4 | 83.9 | 97.8 | 78.2 | 114.5 | 98.5 | 98.7 | 104.0 | 86.1
- O=C1[C@H]2Cc3c([nH]c4ccccc34)[C@H](c3ccc(Cl)cc3)N2C(=O)CN1C1CCN(Cc2ccccc2)CC1
 : 44.5 | 45.0 | 82.1 | 46.2 | 75.9 | 92.6 | 43.4 | 61.0 | 68.5
- CC(C)C[C@H]1[C@H](O)[C@H](O)[C@H](CC(C)C)N(Cc2ccccc2)S(=O)(=O)N1Cc1ccccc1
 : 62.2[2 µM] | 46.6[2 µM] | 97.4[2 µM] | 80.8[2 µM] | 91.0[2 µM] | 80.9[2 µM] | 68.1[2 µM] | 77.8[2 µM] | .
- Cc1c(C(=O)N[C@H]2CCCN(Cc3ccccc3)C2)nn(-c2ccc(Cl)cc2Cl)c1-c1ccc(Cl)cc1
 : 62.6 | 40.8 | 72.6 | 48.9 | 74.5 | 88.6 | 70.0 | 63.0 | 82.8
- NS(=O)(=O)c1ccc(-n2cc(-c3cccc(NC(=O)c4cc(Cl)cc(Cl)c4)c3)nn2)cc1
 : 32.1 | 45.4 | 54.7 | 94.7 | 76.4 | 68.8 | 43.7 | 2.2* | 104.8

The list goes on; it opens with the 2 that closed the last part.
Value order – HT29 | HCT-116 | SW-620 | HCT-15 | COLO 205 | NCI-H322M | NCI-H460 | KM12 | NCI-H226
- Cc1c(C(=O)N[C@H]2CCCN(Cc3ccccc3)C2)nn(-c2ccc(Cl)cc2Cl)c1-c1ccc(Cl)cc1
 : 62.6 | 40.8 | 72.6 | 48.9 | 74.5 | 88.6 | 70.0 | 63.0 | 82.8
- NS(=O)(=O)c1ccc(-n2cc(-c3cccc(NC(=O)c4cc(Cl)cc(Cl)c4)c3)nn2)cc1
 : 32.1 | 45.4 | 54.7 | 94.7 | 76.4 | 68.8 | 43.7 | 2.2* | 104.8
- COC(=O)c1cc(=O)nc(N/N=C/c2ccco2)s1
 : 105.6 | 93.8 | 107.8 | . | 115.7 | 96.2 | 105.5 | 100.8 | 97.8
- C=CSC(=S)Sc1ccccc1
 : 111.7 | 114.4 | 94.3 | 99.8 | 108.0 | 110.4 | 100.2 | 85.7 | .
- CN1C(=O)N(C)[C@H]2NC(NN)=N[C@H]21
 : 105.2 | 96.9 | 103.4 | 103.4 | 104.1 | 91.2 | 103.4 | 104.9 | 93.3
- Nc1ccc(C(=O)C[n+]2ccccc2)cc1
 : 103.7 | 101.0 | 104.9 | 105.5 | 116.3 | 107.8 | 107.7 | 105.4 | 102.6
- C#C[C@]1(O)CC[C@H]2[C@@H]3CC=C4c5sc(C)nc5CC[C@]4(C)[C@H]3CC[C@@]21C
 : 92.2 | 95.3 | 106.9 | 82.5 | 116.1 | 108.7 | 106.5 | 95.5 | 98.7
- CC/C(=C/c1c(O)cccc1OC)c1ccc2c(OC)cccc2[o+]1
 : 109.6 | 103.6 | 101.2 | 92.2 | 110.4 | 100.7 | 103.2 | 98.9 | 99.0
- CCOC(=O)CSC1=C(C)C(=O)C(OC)=C(OC)C1=O
 : 115.9 | 98.7 | 101.7 | 98.0 | 111.4 | 96.5 | 109.8 | 100.2 | 102.0
- OC/C(Br)=C(\Br)CO
 : 110.0 | 103.3 | 106.6 | 107.3 | 112.5 | 105.5 | 107.6 | 113.7 | 109.5
- Cc1cccc2c1nc(-c1ccc(O)c(O)c1)n2Cc1c(F)cccc1F
 : 97.5 | 81.8 | 87.6 | 62.0 | 107.3 | 99.4 | 81.4 | 85.6 | 89.0
- COc1cc(OC)c(S(N)(=O)=O)cc1C(=O)/C=C/c1cc(OC)c(OC)c(OC)c1
 : 104.3 | 59.1 | 84.2 | 78.8 | 84.4 | 90.2 | 78.1 | 84.8 | 104.8
- O=C(OCCCCI)c1ccccc1
 : 102.3 | 105.5 | 101.9 | 102.0 | 115.3 | 104.9 | 108.5 | 105.4 | 102.0
- COc1nc2c(c(=O)[nH]1)C1(C(=O)N(C)c3ccccc31)c1c(nc(OC)[nH]c1=O)N2
 : 109.1 | 102.0 | 97.9 | 101.5 | 115.3 | 108.6 | 102.5 | 95.6 | 92.4
- OCCSCc1ccc(F)cc1
 : . | 105.2 | 103.3 | 104.5 | 102.5 | 101.7 | 117.4 | 105.8 | 106.6
- Cc1ccc2c(c1)c(-c1nc(-c3c[nH]c4ncccc34)cs1)cn2C(=O)OC(C)(C)C
 : 37.5 | 47.3 | 50.6 | 20.3 | 42.7 | 89.9 | 81.5 | 63.7 | 84.6
- Cc1ccc(C=O)c(C)c1
 : 106.9 | 100.0 | 98.6 | 106.2 | 118.7 | 100.4 | 105.8 | 102.8 | 87.3
- CCCCCCNC(=O)CCC
 : 13.1 | 102.1 | 112.4 | 107.7 | 115.9 | 102.6 | 108.9 | 100.5 | 86.4
- CC(C)(C)c1cc(/C=N/NC(=O)c2ccccc2NC(=O)c2cccs2)c(O)c(C(C)(C)C)c1
 : 25.3 | 9.9* | 17.1 | 17.1 | 4.5* | 39.1 | -11.0* | 25.6 | 55.1
- CCOc1ccccc1CC(O)CN(CC)CC (stereo not drawn)
 : 89.0 | 86.6 | 103.3 | 104.2 | 108.0 | 85.0 | 102.8 | 100.7 | 92.2
- Nc1[nH]c(=O)nc2c1cnn2-c1ccc(Cl)cc1
 : 113.6 | 105.7 | 99.2 | 102.1 | 112.4 | 114.2 | 98.7 | 105.1 | 94.3
- O=C(Nc1cccc2[nH]c(C(F)(F)F)nc12)c1ccc(Br)cc1F
 : 61.9 | 22.7 | 41.6 | 28.5 | 26.0 | 57.0 | 15.1 | 27.0 | 36.4

In another format: 2 of the compounds above
| Structure | HT29 | HCT-116 | SW-620 | HCT-15 | COLO 205 | NCI-H322M | NCI-H460 | KM12 | NCI-H226 |
| --- | --- | --- | --- | --- | --- | --- | --- | --- | --- |
| CC(C)(C)c1cc(/C=N/NC(=O)c2ccccc2NC(=O)c2cccs2)c(O)c(C(C)(C)C)c1 | 25.3 | 9.9* | 17.1 | 17.1 | 4.5* | 39.1 | -11.0* | 25.6 | 55.1 |
| CCOc1ccccc1CC(O)CN(CC)CC (stereo not drawn) | 89.0 | 86.6 | 103.3 | 104.2 | 108.0 | 85.0 | 102.8 | 100.7 | 92.2 |

Next structures:
Value order – HT29 | HCT-116 | SW-620 | HCT-15 | COLO 205 | NCI-H322M | NCI-H460 | KM12 | NCI-H226
- c1ccc(-c2ccc(-c3nc4ccccn4c3NCCN3CCOCC3)cc2)cc1
 : 78.9 | 66.8 | 89.5 | 91.7 | . | 88.1 | 81.2 | 90.1 | 92.9
- O=S(=O)(Oc1ccc(-c2ccc3occc3c2)cc1)C1CCCCC1
 : 82.9 | 75.3 | 101.0 | 78.0 | 107.2 | . | 101.8 | 101.4 | 91.8
- N#Cc1ncc(-c2cc(F)c(F)c(F)c2)c(NC2CCCCCC2)n1
 : 97.6 | 84.4 | 92.8 | 85.2 | 88.5 | 104.7 | 95.7 | 78.7 | 94.6
- Cc1ccc(-c2nc(SCC(=O)c3ccc(Br)cc3)[nH]c(=O)c2C#N)cc1
 : 100.9 | 94.5 | 100.2 | 97.8 | 116.1 | 101.2 | 106.7 | 99.4 | 98.5
- COC1=CC=CC2(OC)C3(O)CCCc4cccc(c43)N3C(=O)COC132 (stereo not drawn)
 : 97.2 | 89.7 | 102.5 | 102.8 | 107.0 | 101.1 | 105.3 | 104.7 | 103.4
- C=CCSc1nnc(-c2ccc(-c3ccccc3)nc2C)o1
 : 100.9 | 104.4 | 100.8 | 92.8 | 99.6 | 103.2 | 100.9 | 95.1 | 94.5
- CCn1c(=O)c2c(=O)c3c4c(oc3oc2c2ccccc21)C(=O)c1ccccc1C4=O
 : 63.0 | 34.6 | 73.5 | 79.6 | 110.5 | 97.7 | 83.7 | 86.6 | 99.4
- COc1ccc(-c2cn(-c3ccc(Cl)cc3)c(SCc3ncc(C)cc3C)n2)cc1
 : 59.8 | 68.3 | 100.1 | 84.3 | 89.8 | 83.2 | 100.4 | 106.2 | 104.3
- BrCCc1ccc(CCCc2ccccc2)cc1
 : 93.5 | 95.8 | 102.3 | 96.3 | 130.4 | 93.0 | 109.1 | 101.8 | 92.7
- COc1ccc(NC(=O)Cn2nncc2COc2ccc3ccccc3c2C=O)cc1
 : 108.4 | 103.2 | 97.2 | 98.6 | 114.3 | 103.1 | 104.2 | 103.8 | .
- COc1ccc(Cn2cc(C(=O)N=Nc3c(O)[nH]c4cc(Cl)c(F)cc34)nn2)cc1
 : 98.0 | 109.3 | 105.7 | 113.4 | 115.5 | 104.8 | 107.7 | 100.6 | 93.2
- CCCCCCCCCC1OCC(C)([N+](=O)[O-])CO1 (stereo not drawn)
 : 83.4 | 92.3 | 100.9 | 93.4 | 113.5 | 116.0 | 108.6 | 93.7 | 95.7
- COc1cc2nc(SCC(=O)Nc3cc(OC)c(OC)c(OC)c3)n(Cc3ccccc3)c(=O)c2cc1OC
 : 61.9 | 52.1 | 91.0 | 90.2 | 96.2 | 65.2 | 68.7 | 77.8 | 45.9
- CCC(C)C1CCC(O)CC1C (stereo not drawn)
 : 94.3 | 99.7 | 110.9 | 107.4 | 103.2 | 94.6 | 105.5 | 102.1 | 107.3
- CC(C)c1ccc(/C=C/C=O)cc1
 : 93.6 | 76.3 | 103.5 | 99.3 | 101.3 | 100.0 | 102.6 | 100.8 | 79.2
- O=C(NCn1c(=O)[nH]c2ccccc2c1=O)OCc1ccccc1
 : 98.5 | 108.3 | 101.4 | 96.0 | 113.1 | 101.1 | 102.0 | 104.2 | 88.3
- Cc1nn(-c2ccc(Br)cc2)c2nc3[nH]c(=O)[nH]c(=O)c3nc12
 : 101.1 | 98.3 | 102.6 | 104.1 | 115.2 | 118.7 | 108.1 | 103.4 | 103.4
- CN1c2ccccc2Sc2cc(C3CCC(=O)N3)ccc21 (stereo not drawn)
 : 69.5 | 88.2 | 63.0 | 55.6 | 80.6 | 97.6 | 93.1 | 51.5 | 94.6
- COC(C)(C)c1cc(C(C)(C)C)c(O)c(C(C)(C)C)c1
 : 98.0 | 94.1 | 105.6 | 112.2 | 116.8 | 103.9 | 101.5 | 104.7 | 81.1
- Nc1ccc(C(=O)OCc2ccccc2)cc1
 : 101.9 | 109.8 | 100.5 | 101.8 | 109.4 | 96.7 | 106.6 | 107.0 | 95.2
- CC1OCOC(CO)C(O)C1O (stereo not drawn)
 : 103.5 | 96.3 | 103.5 | 99.6 | 103.5 | 106.9 | 106.8 | 108.6 | 87.7
- NS(=O)(=O)c1cc(C(=O)O)c(NCc2ccco2)cc1Cl
 : 109.1 | 104.3 | 103.5 | 103.8 | 121.3 | 87.9 | 112.4 | 105.7 | 92.7
